High-throughput results from PubChem BioAssay.
LRH-1 inv ag: LRH-1 (NR5A2) inverse agonists, primary screen, cell-based, luminescence, HEK293T, StAR-luciferase reporter | Nuclear receptor subfamily 5 group A member 2 (Homo sapiens), O00482 | LRH-1 transfected, 24 h | inhibition, % at 3.6 µM | actives 0.13% (n = 360,000);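 active = inhibition above the mean inhibition of all tested compounds plus 3 SD, cut at about 73% in these data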;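 note: 0% = DMSO wells and 100% = reporter-only cells lacking LRH-1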
Target sequence (O00482 whole entry, looked up): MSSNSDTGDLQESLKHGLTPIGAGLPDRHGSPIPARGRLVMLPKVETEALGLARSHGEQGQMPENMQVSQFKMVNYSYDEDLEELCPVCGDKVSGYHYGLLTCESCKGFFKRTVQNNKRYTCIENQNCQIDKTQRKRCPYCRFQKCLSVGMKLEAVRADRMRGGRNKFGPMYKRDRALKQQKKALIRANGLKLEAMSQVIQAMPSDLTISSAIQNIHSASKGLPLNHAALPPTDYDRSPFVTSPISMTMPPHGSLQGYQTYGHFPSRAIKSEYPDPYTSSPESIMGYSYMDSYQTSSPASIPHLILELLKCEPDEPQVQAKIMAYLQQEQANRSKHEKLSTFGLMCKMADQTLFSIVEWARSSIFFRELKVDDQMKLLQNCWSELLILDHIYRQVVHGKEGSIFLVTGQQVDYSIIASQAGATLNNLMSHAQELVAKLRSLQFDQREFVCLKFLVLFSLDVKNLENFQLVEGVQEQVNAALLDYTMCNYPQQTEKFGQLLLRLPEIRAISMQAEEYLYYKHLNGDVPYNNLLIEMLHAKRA
NCOA3 inh: SRC3 coactivator transcriptional activity inhibitors, primary screen, cell-based, luminescence | inhibition, % at 3.6 µM | Nuclear receptor coactivator 3 (Homo sapiens), Q9Y6Q9 | HEK293 GAL4-SRC3 luciferase reporter | actives 0.17% (n = 360,000);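 active = inhibition above a per-campaign cutoff, the mean of all compounds plus 3 SD, cut at about 60% in these data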;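 note: 0% = DMSO-treated cells and 100% = gossypol-treated cells at 36 µM; higher means less SRC3-driven luciferase light from the GAL4 reporter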
CF NFkB block: inhibitors of PAF-induced NF-kB signaling, primary screen, cell-based, GFP fluorescence, uHTS | KKLEB NF-kB-GFP reporter, GFP fluorescence overnight | inhibition, % at 5 µM | actives 0.86% (n = 360,000) | AID 588850, 2011;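 active = at least 50% inhibition at 5 µM, scaled per plate between neutral and stimulator controls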;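 note: PAF is a Pseudomonas aeruginosa culture filtrate used as stimulus; plate controls were PAF-stimulated DMSO wells for no effect and unstimulated DMSO wells for full effect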
NCOA1 inh: SRC1 coactivator transcriptional activity inhibitors, primary screen, cell-based, luminescence; Nuclear receptor coactivator 1 (Homo sapiens), Q15788; HEK293 GAL4-SRC1 luciferase reporter; inhibition, % at 3.6 µM; actives 0.12% (n = 360,000); AID 588354, 2011;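 active = inhibition above the campaign mean plus 3 SD, with each screening campaign given its own cutoff, cut at about 60% in these data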;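 note: 0% = DMSO treated cells and 100% = gossypol at 36 µM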
SRC2 inh: inhibition of GAL4-SRC2 driven luciferase reporter, primary screen, SRC2 inhibitor project, cell-based, luminescence. actives 0.17% (n = 370,000). Nuclear receptor coactivator 2 (Homo sapiens), Q15596. HEK293 GAL4-SRC2 luciferase reporter. inhibition, % at 9 µM;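 active = inhibition above the mean inhibition of all tested compounds plus 3 SD, set per campaign, cut at about 52% in these data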;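 note: 0% = DMSO treated cells and 100% = cells given Gossypol at 36 µM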
LMP1 NFkB inh: EBV LMP1-driven NF-kappaB luciferase reporter inhibitors, primary screen, cell-based, luminescence, single point. AID 504558, 2011. actives 0.69% (n = 350,000). LMP1-induced NF-kappaB luciferase reporter cells. inhibition, % at 12.5 µM; in the data active = inhibition above about 41%;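 note: 0% = neutral control wells and 100% = reference inhibitor control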
NR2F2 inh: NR2F2 transcriptional activity inhibitors, primary screen, cell-based, luciferase reporter, HEK293T, luminescence; COUP transcription factor 2 (Homo sapiens), P24468; actives 0.7% (n = 370,000); HEK293T NGFI-A luciferase reporter; AID 686940, 2013; inhibition, % at 8.6 µM;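 active = inhibition above a per-plate cutoff, mean inhibition of test wells between control levels plus 3 SD, cut at about 38% in these data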;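 note: cells cotransfected with COUP-TFII expression vector driving the NGFI-A reporter; 0% = median of COUP-TF2 test wells and 100% = reporter-only cells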
Target sequence (P24468 whole entry, looked up): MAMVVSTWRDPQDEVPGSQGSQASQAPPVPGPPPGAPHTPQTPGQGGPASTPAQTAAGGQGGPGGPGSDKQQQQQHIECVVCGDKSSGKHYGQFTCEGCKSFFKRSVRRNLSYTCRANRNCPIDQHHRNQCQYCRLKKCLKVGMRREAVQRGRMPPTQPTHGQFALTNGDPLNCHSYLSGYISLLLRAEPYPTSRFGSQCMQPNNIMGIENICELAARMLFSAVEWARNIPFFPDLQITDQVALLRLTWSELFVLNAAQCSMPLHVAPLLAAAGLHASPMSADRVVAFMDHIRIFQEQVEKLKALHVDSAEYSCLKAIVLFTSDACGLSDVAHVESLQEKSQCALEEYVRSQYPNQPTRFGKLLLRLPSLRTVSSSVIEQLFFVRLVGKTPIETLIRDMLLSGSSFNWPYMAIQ
C8 TRAIL sens: viability loss with TRAIL in NB7+C8 cells, primary screen, TRAIL sensitizer project, cell-based, ATPlite luminescence | inhibition (viability loss, TRAIL sensitization), % at 10 µM | AID 624354, 2012 | actives 1% (n = 360,000);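 active = compounds causing at least 50% loss of cell viability in the single-dose screen, relative to plate controls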
TWEAK Fn14 block: inhibitors of TWEAK-Fn14 signaling, primary screen, luciferase reporter cells, uHTS | TWEAK-stimulated Fn14 reporter cells, luciferase luminescence, 8 h | inhibition, % at 10 µM | actives 2% (n = 360,000) | AID 1159606, 2016; in the data active = inhibition above about 50%
KKLEB cytotox: cytotoxicity in KKLEB CF airway cells, primary screen, cytotoxicity control for CF NF-kB inhibitor project, cell-based, uHTS, fluorescence assay plates; activity change (cytotoxicity), % at 5 µM; AID 602141, 2011; KKLEB CF airway cells viability, ATPlite luminescence, overnight; stronger effect = lower value; cells stimulated with P. aeruginosa culture filtrate; actives 0.36% (n = 360,000);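 active = corrected activity change at or below -50% at 5 µM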
TROY NFkB inh: inhibitors of TROY-driven NF-kB signaling, primary screen, Q293 LMP1-TROYcd cells, NF-kB luciferase, uHTS; actives 0.98% (n = 360,000); Q293 LMP1-TROYcd NF-kB luciferase reporter, 4 h; AID 1347056, 2019; inhibition, % at 10 µM;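 active = compounds whose plate-normalised and pattern-corrected inhibition of the luciferase reporter signal at the single screening dose is 50% or more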
An asterisk follows results filed as active; x = not tested or not shown. The order is random. Share with any hit: about 4.2%.

SMILES | LRH-1 inv ag | NCOA3 inh | CF NFkB block | NCOA1 inh | SRC2 inh | LMP1 NFkB inh | NR2F2 inh | C8 TRAIL sens | TWEAK Fn14 block | KKLEB cytotox | TROY NFkB inh
O=C(O)CCCCCNc1nc(-c2ccccc2)nc2ccccc12 | -3 | -8 | 3 | -17 | 3 | 9 | 12 | -11 | 2 | -5 | 16
O=C(/C=C/c1ccccc1)NC(NC(=S)Nc1ccc(Cl)cc1)C(Cl)(Cl)Cl (stereo unspecified) | -5 | -5 | 2 | 1 | -8 | 38 | 0 | 52* | 67* | -2 | 42
O=C(Nc1ccccc1)C1CCCN1C(=O)NCc1ccccc1 (stereo unspecified) | -1 | -1 | -7 | 3 | -53 | -4 | 7 | -7 | -9 | 1 | -4
O=[N+]([O-])c1cccc(COc2ccccc2CN2CCCC2)c1 | 7 | 9 | -23 | 20 | 3 | 4 | 4 | -2 | -14 | 8 | -14
N#Cc1nccnc1N1CCN(C(=O)Nc2ccccc2)CC1 | 6 | -2 | 4 | 8 | -18 | 2 | -14 | -5 | -4 | -2 | 3
Cc1ccc(/C=N/n2c(-c3cccc(Cl)c3)n[nH]c2=S)o1 | -9 | -8 | -10 | 0 | -16 | x | 3 | 2 | -17 | 8 | 32
CCN(CC)CCCNC(=O)c1cc(Nc2ccc(OC)cc2)nc2ccccc12 | 9 | 3 | 20 | -31 | 21 | 9 | -1 | 7 | -4 | -5 | 14
Cc1ccc(C(=O)/C=C2/NC(=O)CS2)cc1 | -77 | -149 | -4 | -43 | -16 | -5 | -41 | 11 | 1 | 0 | -48
CC(C)C[C@@H](COc1ccccc1)N1CCN(CC(C)C)CCC1=O | -18 | 0 | 6 | -9 | -43 | 7 | 20 | -7 | 0 | -3 | -10
Nc1nnc(Cc2c[nH]c3ccccc23)s1 | 11 | 7 | -16 | -15 | -6 | -15 | -1 | -7 | 3 | 1 | -3
Cc1nc(N)sc1-c1csc(Nc2ccccn2)n1 | -44 | -38 | -18 | -69 | -17 | -13 | -17 | 5 | 11 | 7 | -6
COc1cccc(NC(=O)c2cccc(N3C(=O)C4CCC(C)CC4C3=O)c2)c1 (stereo unspecified) | 7 | 9 | 3 | 0 | -7 | -2 | 20 | 8 | -3 | -24 | 5
COCC(C)NC(=O)Cn1c(SCc2ccccc2)nc2ccccc21 (stereo unspecified) | 8 | 11 | 6 | -10 | 15 | -3 | 10 | 17 | 21 | -3 | 1
CCN(CC)C1=N/C(=C\c2ccco2)C(=O)N1c1ccccc1 | -9 | -4 | 3 | -29 | 2 | 4 | 15 | -6 | -13 | 1 | -22
Cc1nc2ccc(NC(=O)c3ccc(N4C(=O)CCC4=O)cc3)cc2s1 | -2 | 14 | 14 | 15 | 7 | 0 | 10 | 43 | 18 | 7 | -5
O=C(CCNC(=O)c1ccc(Br)cc1)NCCCc1ccccc1 | -15 | -1 | -11 | -25 | 8 | -9 | -15 | -12 | 0 | -5 | -24
c1ccc(-c2noc(-c3ccccc3-c3ccccc3)n2)cc1 | -4 | 1 | -12 | -11 | 4 | 5 | -4 | 0 | 7 | -3 | -36
Cc1cccc(NC(=O)CSCC(=O)Nc2cc(S(=O)(=O)N3CCOCC3)ccc2OC(C)C)c1 | 14 | -1 | 7 | -12 | 4 | -2 | 3 | 10 | -11 | 10 | -7
COC1=C/C(=C/c2c(N)n3c(nc2=O)sc2cc(S(C)(=O)=O)ccc23)C=CC1=O | 22 | -14 | 16 | -11 | -38 | -6 | 24 | 0 | 25 | -5 | -11
CSc1nc(C)cc(Oc2ccc(OCCOc3ccccc3)nn2)n1 | 6 | -3 | 3 | -4 | -24 | -6 | -11 | -21 | -10 | -5 | 9

Whole records from above. Order of screens: LRH-1 inv ag, NCOA3 inh, CF NFkB block, NCOA1 inh, SRC2 inh, LMP1 NFkB inh, NR2F2 inh, C8 TRAIL sens, TWEAK Fn14 block, KKLEB cytotox, TROY NFkB inh
Results for `Cc1ccc(C(=O)/C=C2/NC(=O)CS2)cc1` = -77, -149, -4, -43, -16, -5, -41, 11, 1, 0, -48
Results for `CCN(CC)C1=N/C(=C\c2ccco2)C(=O)N1c1ccccc1` = -9, -4, 3, -29, 2, 4, 15, -6, -13, 1, -22
Results for `O=C(O)CCCCCNc1nc(-c2ccccc2)nc2ccccc12` = -3, -8, 3, -17, 3, 9, 12, -11, 2, -5, 16
Results for `CC(C)C[C@@H](COc1ccccc1)N1CCN(CC(C)C)CCC1=O` = -18, 0, 6, -9, -43, 7, 20, -7, 0, -3, -10
Results for `Cc1ccc(/C=N/n2c(-c3cccc(Cl)c3)n[nH]c2=S)o1` = -9, -8, -10, 0, -16, x, 3, 2, -17, 8, 32

Copied from the results shown for reference:
SMILES | LRH-1 inv ag | NCOA3 inh | CF NFkB block | NCOA1 inh | SRC2 inh | LMP1 NFkB inh | NR2F2 inh | C8 TRAIL sens | TWEAK Fn14 block | KKLEB cytotox | TROY NFkB inh
O=C(O)CCCCCNc1nc(-c2ccccc2)nc2ccccc12 | -3 | -8 | 3 | -17 | 3 | 9 | 12 | -11 | 2 | -5 | 16
O=C(/C=C/c1ccccc1)NC(NC(=S)Nc1ccc(Cl)cc1)C(Cl)(Cl)Cl (stereo unspecified) | -5 | -5 | 2 | 1 | -8 | 38 | 0 | 52* | 67* | -2 | 42
O=C(Nc1ccccc1)C1CCCN1C(=O)NCc1ccccc1 (stereo unspecified) | -1 | -1 | -7 | 3 | -53 | -4 | 7 | -7 | -9 | 1 | -4

TWEAK Fn14 block, hit marks shown above.
smiles | LRH-1 inv ag | NCOA3 inh | CF NFkB block | NCOA1 inh | SRC2 inh | LMP1 NFkB inh | NR2F2 inh | TWEAK Fn14 block
O=C(/C=C/c1ccccc1)NC(NC(=S)Nc1ccc(Cl)cc1)C(Cl)(Cl)Cl (stereo unspecified) | -5 | -5 | 2 | 1 | -8 | 38 | 0 | 67*

Carrying on:
SMILES | LRH-1 inv ag | NCOA3 inh | CF NFkB block | NCOA1 inh | SRC2 inh | LMP1 NFkB inh | NR2F2 inh | C8 TRAIL sens | TWEAK Fn14 block | KKLEB cytotox | TROY NFkB inh
CC(C)CN(C(=O)COC(=O)c1cc2ccccc2cc1O)c1c(N)n(Cc2ccccc2)c(=O)[nH]c1=O | 11 | 0 | 8 | -29 | -6 | 3 | -5 | 20 | 3 | -8 | -4
COc1cc(C(=O)NCCSc2ccccc2)cc(OC)c1OC | 7 | 0 | -9 | -5 | -1 | -1 | -25 | 7 | -17 | -1 | -4
Cc1cc(C)cc(CC(=O)N2CCC2(C)C(=O)NS(=O)(=O)c2cccc(F)c2)c1 (stereo unspecified) | -25 | -13 | 13 | 6 | -39 | x | 1 | 6 | 15 | 9 | 0
COc1ccc2c(c1)c(=O)c(C(=O)c1ccccc1)cn2Cc1ccc(C)cc1 | 33 | -13 | -31 | -3 | -7 | 4 | -12 | 19 | -3 | 1 | 0
Cc1csc(NC(=O)CSc2ccc(-c3ccccn3)nn2)n1 | -3 | -8 | 8 | 6 | 18 | -1 | 19 | -12 | -7 | -3 | 22
CN(C)C1CCN(C(=O)c2cccc(OC3CCN(S(=O)(=O)N(C)C)CC3)c2)C1 (stereo unspecified) | -5 | 14 | -9 | 3 | 3 | -11 | 1 | -5 | 1 | 4 | 3
Cc1ccc(C(=O)NNC(=O)Cc2nc3nc(C)cc(C)n3n2)cc1 | -26 | -6 | -6 | 12 | -5 | x | -1 | -2 | -14 | 15 | 4
COCCNC(=O)/C(C#N)=C\c1ccc(CNS(=O)(=O)c2ccccc2)o1 | -7 | 10 | 6 | -22 | -7 | 1 | -5 | 2 | -3 | -1 | 10
COCCN(C(=O)c1cc(-c2ccc(F)cc2)nc2ccccc12)c1c(N)n(CC(C)C)c(=O)[nH]c1=O | 5 | 1 | -7 | 6 | 12 | -7 | -7 | -7 | 8 | 9 | -11
COC(=O)C1=C(C)N(CC2CC2)C(=NCc2cc(OC)c(OC)c(OC)c2)N[C@H]1c1ccccc1 | -18 | 12 | -27 | -4 | x | -5 | x | 6 | 10 | 9 | -4
COc1ccc(-c2cc(N3CCCC3)n3ncnc3n2)cc1 | 2 | -2 | -30 | -10 | -9 | 10 | 2 | 11 | -10 | 7 | 8
CCCOc1ccc(F)cc1-c1cc(C(=O)NCc2ccco2)[nH]n1 | 9 | -24 | -27 | -6 | 22 | x | 9 | -14 | -7 | 11 | -12
C/C(=N\NC(=O)Cn1ccc(C(F)(F)F)n1)c1ccc(N2CCOCC2)cc1 | -3 | 6 | 8 | -7 | 9 | -5 | -5 | 1 | 2 | -8 | 1
CCCCC(=O)NC1(C(F)(F)F)C(=O)Nc2c1c(=O)[nH]c(=O)n2Cc1ccco1 (stereo unspecified) | 2 | -12 | 12 | 0 | 2 | -2 | -24 | 15 | 7 | -1 | 7
CC(C)Sc1oc(-c2ccco2)nc1S(=O)(=O)c1ccc(F)cc1 | -2 | -12 | 18 | 1 | -6 | 4 | 9 | -5 | 2 | -4 | 0
N#CCc1ccc(-c2cccc3nccn23)cc1 | -15 | -5 | -35 | 2 | 9 | x | 2 | 0 | 12 | 10 | 0
CSCC[C@H](NC(=O)c1cccs1)c1nnc2ccccn12 | 3 | 4 | 7 | 3 | -39 | -7 | -9 | 3 | -7 | 2 | 14
CC(=O)c1cccc(OCC(=O)N(Cc2ccco2)c2c(N)n(Cc3ccccc3)c(=O)[nH]c2=O)c1 | 5 | 4 | 18 | -5 | 4 | -12 | 11 | 2 | -5 | -27 | -2
COc1ccc(C(CNC(=O)/C=C/c2c(Cl)nc3ccccn23)N(C)C)cc1 (stereo unspecified) | -16 | 17 | -2 | -12 | -29 | 4 | -10 | -2 | -14 | -7 | 8
COc1ccc(/C(C)=N\O)cc1OC | 9 | 4 | 21 | 17 | -6 | 5 | -2 | 3 | -5 | 13 | -16
O=C(CC(C(=O)O)c1ccc(Cl)cc1)c1ccc(Br)cc1 (stereo unspecified) | -18 | 3 | -5 | -8 | -17 | 3 | 17 | -6 | -3 | 5 | 10
CC1CC(NC(=O)Cc2ccc(Br)cc2)CC(C)(C)C1 (stereo unspecified) | 2 | 17 | -11 | -1 | -4 | -2 | 10 | 13 | 5 | -8 | -1
